# Screening results: PubChem BioAssay, Broad Institute
# RAD52 anneal inh: inhibitors of human RAD52 DNA annealing; recombinant RAD52 DNA annealing, FRET fluorescence; P43351; actives 0.46% (n = 360,000); inhibition, % at 18.7 µM;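 active = every replicate showing at least 50% inhibition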
# CASP6 VEID inh: blocks human caspase-6 cleavage activity. purified caspase-6, Z-VEID-R110 cleavage fluorescence. inhibition, % at 12.5 µM. P55212. actives 0.53% (n = 350,000);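 active = mean inhibition across replicates at least about 35%, with every replicate also reaching that limit, limit read from the data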;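 also: 0% = median of neutral control wells and 100% = no fluorescence left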
# Target sequence (P55212 24-179 limits assumed): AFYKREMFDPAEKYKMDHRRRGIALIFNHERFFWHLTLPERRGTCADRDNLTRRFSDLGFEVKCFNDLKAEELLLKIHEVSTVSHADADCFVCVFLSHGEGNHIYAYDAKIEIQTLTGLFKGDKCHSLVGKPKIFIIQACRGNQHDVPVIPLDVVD
# Target sequence (P55212 194-293 limits assumed): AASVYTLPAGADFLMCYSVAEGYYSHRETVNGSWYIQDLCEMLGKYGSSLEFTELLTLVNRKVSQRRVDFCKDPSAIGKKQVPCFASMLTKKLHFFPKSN
# esBAF inh: blocks esBAF chromatin remodeling in mouse ES cells | reporter increase, % at 12.5 µM | Bmi1-luciferase knock-in reporter, 24 h; 100% = twice the neutral-well signal | actives 2% (n = 350,000); in the data active = activation above about 40%;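 also: 0% = median of the plate's neutral control wells and 100% = double that signal; a rise in the Bmi1 reporter signal indicates esBAF inhibition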
# ARNT TACC3 PPI: disrupts binding between human ARNT and TACC3; Q9Y6A5; AlphaScreen His-ARNT PAS-B/GST-TACC3 binding, luminescence; TACC3 fragment carries E629A point mutation; inhibition, % at 9.99 µM; actives 0.66% (n = 390,000); AID 623870;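 active = mean inhibition of replicates at least 50% and at least half of replicates each reaching 50%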;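 also: 0% = complete ARNT plus TACC3 wells and 100% = ARNT alone without TACC3; many hits fall short of the cut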
# ERp5 inh: inhibitors of human ERp5; Q15084; ERp5 insulin aggregation, absorbance 650 nm, 90 min; inhibition, % at 9.99 µM; actives 0.05% (n = 350,000);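 active = mean replicate inhibition above about 25%, with every replicate also reaching it, limit read from the data, passing the limit was not always enough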
# Target sequence (Q15084 whole entry, looked up): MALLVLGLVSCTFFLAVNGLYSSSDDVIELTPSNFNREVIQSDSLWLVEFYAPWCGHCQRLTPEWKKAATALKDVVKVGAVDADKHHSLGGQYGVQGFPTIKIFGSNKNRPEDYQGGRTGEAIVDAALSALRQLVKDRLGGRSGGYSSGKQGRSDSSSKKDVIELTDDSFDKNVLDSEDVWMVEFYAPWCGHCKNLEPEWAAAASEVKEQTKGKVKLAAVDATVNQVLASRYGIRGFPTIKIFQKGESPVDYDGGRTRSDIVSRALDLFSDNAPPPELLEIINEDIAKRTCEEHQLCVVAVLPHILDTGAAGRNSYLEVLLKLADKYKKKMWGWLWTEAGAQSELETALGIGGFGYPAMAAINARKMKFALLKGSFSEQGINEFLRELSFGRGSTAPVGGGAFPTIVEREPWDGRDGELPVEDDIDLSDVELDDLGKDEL
# RAD54 branch: inhibitors of human RAD54 branch migration; inhibition, % at 10.4 µM; RAD54 Holliday junction branch migration, FAM/BHQ fluorescence; Q92698; actives 0.14% (n = 360,000);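 active = mean normalized replicate activity at least 40 and at least half of replicates scoring 40 or more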;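 also: 0% = median of neutral control wells and 100% = median of positive control wells; inhibitors cause a drop in the FAM fluorescence signal; in these data hits start at about 50%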
# E-sel inducer: induces E-selectin expression in human endothelial cells; P16581; HUVEC E-selectin immunofluorescence imaging; normalized: neutral wells 0, TNF-alpha wells 100; activation, % at 7.58 µM; actives 0.37% (n = 260,000);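 active = mean E-selectin-positive cell signal at least 10% of the positive control, reached in at least 60% of replicates, without over 20% cell loss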;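 also: in these data hits start at about 27%; measured in HUVEC primary endothelial cells; signal is the percent of cells scored E-selectin positive by PE staining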
#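 Test system – human umbilical vein endothelial cells (HUVEC), E-selectin induction · Input – 3,000 HUVEC seeded per well · Buffer or medium – EGM-2, gelatin · Compound dosing – single-point compound dose · Detection – immunofluorescence imaging · Measure – percent E-selectin-positive cells · Controls – TNF-alpha high, DMSO low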
# PglD inh: blocks C. jejuni PglD acetyltransferase activity; purified PglD enzyme, DTNB colorimetric CoA detection; inhibition, % at 12.5 µM; actives 0.098% (n = 360,000); in the data active = inhibition above about 16%, passing the limit was not always enough; also: strong numbers were not always called active
# Starred values were filed as active, the others as inactive; x = not tested or not shown; & = joins results of further samples.
SMILES,RAD52 anneal inh,CASP6 VEID inh,esBAF inh,ARNT TACC3 PPI,ERp5 inh,RAD54 branch,E-sel inducer,PglD inh
COCC#Cc1ccc([C@H]2[C@H]3CN(C(=O)C4CCCC4)CC(=O)N3[C@H]2CO)cc1,-15.9,-1.0,x,x,0.0,x,0.6,x
Cc1nnc(SCC(=O)NNC(=O)c2ccccc2)n1-c1ccccc1,-6.8,-0.7,x,1.0,4.7,x,-2.4,x
CC(C)NC(=O)N(C)C[C@@H]1Oc2ccc(NC(=O)NC3CCCCC3)cc2CC(=O)N([C@@H](C)CO)C[C@H]1C,11.5,x,-4.4,-12.8,4.4,2.9,x,-4.8
Cc1ccc(NC(=O)CSc2ncc(S(=O)(=O)c3ccccc3)c(=O)[nH]2)cc1C,x,x,-10.5,-40.6,x,-7.1,x,-2.9
COC(=O)[C@@]1(Cc2ccc(OC)cc2)[C@H]2c3cc(C(=O)N(C)C)[nH]c3C[C@H]2CN1C(=O)c1ccccc1,-7.4,10.9,x,0.1,7.6,-3.2,0.1,-0.5
N#C[C@@H]1N[C@@H](CO)[C@H]1c1ccc(C#Cc2ccccc2F)cc1,10.1,-1.0,31.9,-8.3,1.5,9.2,0.7,2.1
CC1CCC(C(=O)NC(C(=O)N2CCc3ccccc3C2)C(C)C)CC1 (centres undefined),x,x,16.1,-3.3,x,-0.8,x,4.2
CC(NC(=O)CCCc1ccccc1)c1ccncc1 (centres undefined),-7.2,-2.4,-2.9,-7.0,-8.4,-7.2,0.9,-2.6
COc1ccc(-c2nnc(SCC(=O)NC(C)c3ccccc3)o2)cc1 (centres undefined),-7.0,1.8,1.3,-10.5,1.5,7.4,-0.2,-0.2
C[C@H](CO)N1C[C@H](C)[C@@H](CN(C)C(=O)Nc2ccc3c(c2)OCO3)Oc2ncc(-c3ccncc3)cc2C1=O,11.1,-0.2,-4.5,-1.5,6.6,-1.9,0.0,-2.8
O=[N+]([O-])c1cccc(-c2noc(-c3cccs3)n2)c1,-11.1,-3.5,x,-7.6,-0.5,x,x,x
O=C(c1ccncc1)N1CC(=O)N2[C@H](C1)[C@@H](c1ccc(-c3ccccc3F)cc1)[C@@H]2CO,-9.5,-1.4,x,x,2.4,x,-0.1,x
CCc1ccc(NC(=O)CSc2nnc(CNC(=O)c3cccs3)o2)cc1,-2.5,0.4,-6.9,-2.7,0.7,-6.8,x,0.1
C[C@@H]1CN([C@@H](C)CO)C(=O)c2cc(-c3ccncc3)cnc2O[C@H]1CN(C)C,7.7,1.3,-6.1,-10.2,-4.6,7.5,-0.4,-4.5
COc1cccc(NC(=O)Nc2cc(C(=O)O)ccc2C)c1,-2.7,-1.0,1.3,-1.6,-0.3,x,0.0,x
CC1(Cc2ccc(OC(F)(F)F)cc2)C(=O)Nc2c(Cl)ccc(Cl)c21 (centres undefined),-6.9,0.7,0.5,x,0.7,-9.5,0.9,0.5
Cc1ccc(OCC(=O)N/N=C/c2cc([N+](=O)[O-])ccc2N2CCCCC2)cc1,-7.9,1.2,x,-8.5,17.9,-1.6,x,-1.4
Cc1nc(CS(=O)(=O)c2ccccn2)sc1C(=O)NNC(=O)c1ccccc1,-18.8,3.2,-4.4,0.4,0.2,x,x,x
CN(C)c1ccc(C(CNC(=O)c2ccccc2)c2c[nH]c3ccccc23)cc1 (centres undefined),1.9,0.0,x,22.9,2.5,x,2.0,x
CCOc1ccccc1Cn1c(=O)oc2ccc(C)cc21,x,x,-5.8,-4.7,x,7.2,x,-6.6
COc1ccc(-n2c(SCC(=O)NCC3CCCO3)nc3c([nH]c4ccccc43)c2=O)cc1OC (centres undefined),-14.9,3.3,6.1,-0.1,9.3,-1.8,x,-2.8
Cc1cccc(NC(=S)NC2CC3CCC(C2)N3Cc2ccco2)c1 (centres undefined),-10.5,-12.2,8.8,7.0,1.4,-14.5,x,-3.0
COc1cccc(N(CC(=O)NCc2ccccc2)C(=O)CCC(=O)Nc2nccs2)c1,-9.2,-3.6,3.7,-3.7,-0.3,7.7,0.6,4.4
O=C(/C=C/c1ccc(Cl)cc1Cl)N1CCN(c2ccccc2[N+](=O)[O-])CC1,-7.4,-3.2,x,1.7,-2.6,3.5,x,-7.7
C[C@H](CO)N1C[C@H](C)[C@@H](CN(C)S(=O)(=O)c2ccc(F)cc2)Oc2c(NS(=O)(=O)c3ccc(F)cc3)cccc2C1=O,-8.4,-1.8,2.1,3.4,2.8,-8.0,0.6,-6.8
# Remaining list, next part
SMILES,RAD52 anneal inh,CASP6 VEID inh,esBAF inh,ARNT TACC3 PPI,ERp5 inh,RAD54 branch,E-sel inducer,PglD inh
CCOC(=O)c1c(C)[nH]c(C)c1C(=O)COC(=O)c1cccnc1OCC,-11.8,-1.6,4.9,x,-0.9,10.1,x,-3.3
COc1cc(CNC(=O)c2cnc(C)cn2)cc(OC)c1,4.4,-0.7,-2.4,21.4,3.3,-1.7,x,-4.7
C[C@@H]1CN([C@H](C)CO)C(=O)Cc2cc(NC(=O)Nc3ccc(F)cc3)ccc2O[C@H]1CN(C)Cc1ccc(Oc2ccccc2)cc1,-7.0,1.7,-3.9,0.7,0.8,2.5,-0.4,-2.7
CCCc1cc(=O)[nH]c(SCC(=O)Nc2sc(C(N)=O)c(C)c2C(=O)OCCOC)n1,1.4,5.8,-13.1,-7.0,7.4,1.8,1.8,-1.8
COc1ccccc1N1CCN(Cc2nc(N)nc(Nc3ccc(C)c(Cl)c3)n2)CC1,x,x,-4.5,33.4,x,-1.7,x,0.2
CC1SC(=NC(=O)c2ccncc2)NC1=O (centres undefined),1.7,5.4,x,-4.4,5.0,x,x,x
O=C(CC1CC1)Nc1ccc2c(c1)[C@H]1C[C@H](CC(=O)N3CCCCC3)O[C@@H](CO)[C@H]1O2,4.5,-2.2,-0.2,11.3,-0.8,6.6,-0.4,-1.1
CCOc1ccccc1NC(=O)CSc1nnc(-c2ccccn2)n1Cc1ccco1,x,x,1.3,15.5,x,-11.5,-1.6,-0.2
COc1ccc(-c2cc(C(=O)NC3CC3)c3ccccc3n2)cc1,-15.5,-1.5,12.8,-4.7,-0.9,-2.5,x,-7.4
Cc1ccc(S(=O)(=O)N(C)C[C@@H]2Oc3ccc(NC(=O)Cn4cnnn4)cc3CC(=O)N([C@H](C)CO)C[C@@H]2C)cc1,-13.6,1.9,-1.5,3.2,-21.8,-7.7,0.2,-1.1
C[C@H](CO)N1C[C@H](C)[C@H](CN(C)Cc2ccc(C(=O)O)cc2)Oc2c(NC(=O)c3cnccn3)cccc2C1=O,-2.1,-2.2,2.2,-1.1,2.9,6.7,-3.8,4.9
Cc1ccccc1-n1c(C)nnc1SCC(=O)N1CC(=O)Nc2ccccc21,-4.6,0.1,1.2,-21.0,-3.9,-9.7,x,-4.1
C=CCCC(=O)N1C[C@H]2CON(C)[C@H]2C[C@H]1c1ccccc1Br,-11.6,2.2,6.3,0.6,1.6,4.6,0.0,1.2
Clc1ccc(/C=C/c2nc(Cl)c(-c3ccc(Cl)cc3)c(Cl)n2)cc1,-4.8,-1.2,-7.0,x,-2.8,-7.0,0.1,-4.8
CN(C)S(=O)(=O)c1cccc(C(=O)OCC(=O)Nc2sccc2C#N)c1,-47.7,1.1,x,x,13.2,-6.9,x,-8.4
Cc1ccc(C(=O)NCCc2ccc(F)cc2)s1,3.5,2.6,16.9,37.7,0.0,0.8,1.7,-6.5
CCN(CC)S(=O)(=O)c1cccc(C(=O)Nc2cc(C)on2)c1,-11.4,-0.4,17.5,-5.6,0.4,-11.0,x,2.1
c1nc(N2CCC3(CC2)OCCO3)c2c3c(sc2n1)CCCC3,x,x,2.2,-9.0,x,3.2,x,4.7
CCOc1ccccc1C1NC(=O)NC(C)=C1C(=O)OCc1ccccc1 (centres undefined),-8.4,23.5,-4.9,-0.6,-0.2,-10.5,x,2.9
CCN(C[C@H]1N[C@@](C)(C(=O)OC)[C@H]2C(=O)N(Cc3ccccc3)C(=O)[C@@H]12)C(=O)NC(C)C,-4.0,0.2,-0.6,0.1,4.6,-2.5,x,3.1
CC(Oc1ccc(C#N)cc1)C(=O)c1ccc(F)c(F)c1 (centres undefined),-13.1,-2.6,1.1,0.3,1.9,8.2,-1.3,3.0
COc1ccc(NC(=S)N2CCN(S(=O)(=O)c3ccccc3)CC2)cc1OC,-8.4,0.1,-10.1,11.5,1.7,-5.8,0.1,7.9
O=C(CC(C(=O)N1CCc2ccccc21)n1ccnc1)NCc1ccccc1 (centres undefined),-8.0,-3.3,-3.6,2.0,0.3,x,x,x
CC[C@]12c3[nH]c4ccccc4c3CCN1C(=O)C(CC(=O)NCc1ccco1)C[C@@H]2C(=O)N1CCN(C(=O)c2ccco2)CC1 (some centres undefined),-10.9,-0.2,-0.3,1.6,5.7,-3.1,0.0,-5.1
C[C@@H]1CN([C@H](C)CO)C(=O)c2cc(NC(=O)NC3CCCCC3)ccc2O[C@H]1CN(C)C(=O)Nc1ccc2c(c1)OCO2,-8.3,-0.3,5.7,-2.9,6.1,1.2,0.0,-0.5
# (more compounds)
SMILES,RAD52 anneal inh,CASP6 VEID inh,esBAF inh,ARNT TACC3 PPI,ERp5 inh,RAD54 branch,E-sel inducer,PglD inh
Cc1nnc(NC(=O)c2ccc3c(c2)OCO3)s1,-10.0,-2.0,19.0,0.3,0.7,0.6,-4.3,-0.6
O=C(NCc1ccccc1)c1nccnc1CO,13.6,4.6,-7.9,-5.1,0.3,-15.8,0.0,2.3
COC(=O)c1ccc2nc(-c3ccc(F)cc3)c(Cc3cccc(F)c3)n2c1,-114.0,-3.0,x,x,0.3,x,1.8,x
Cc1cc(C)n2nc(SCC(=O)Nc3c(C)n(C)n(-c4ccccc4)c3=O)nc2n1,x,x,-8.5,6.6,x,-0.2,x,-0.2
C[C@H]1CN([C@@H](C)CO)S(=O)(=O)c2ccc(-c3ccncc3)cc2O[C@H]1CN(C)C(=O)c1cccc(F)c1,-1.6&3.6&11.2,0.1&-0.8&-3.2,0.0&3.7&3.7,x,-3.0&-3.3&-1.1,-1.9&-0.8&-2.7,-0.1&-0.3,11.5&-2.1&-2.4
CCOC(=O)Cc1csc(NC(=O)COc2ccc3c(C)cc(=O)oc3c2)n1,-20.4,1.0,x,-0.2,4.0,x,5.3,x
O=C(CCn1c(=O)c2sccc2n(CC(=O)OCc2ccccc2)c1=O)NCc1ccco1,x,x,-9.8,-2.8,x,-7.4,x,-1.9
O=C(O)C1CCN(C(=O)c2scc3c2OCCO3)CC1,x,x,-5.5,-1.0,x,-2.6,x,0.0
COc1ccc(/C=C2/SC(=S)N(c3ccc(S(=O)(=O)Nc4nccs4)cc3)C2=O)cc1,-35.7,1.9,x,5.0,1.2,x,x,x
CO[C@H](CN(C)Cc1nccs1)[C@@H](C)CN([C@H](C)CO)S(=O)(=O)c1ccc(C)cc1,-7.0,1.0,-1.8,-16.8,3.3,-1.7,-0.2,-2.1
CC1(C)Cc2ccccc2C2=C(C(=O)N3CCCCCC3)C(=O)C(=O)N21,-26.2,3.5,x,-9.2,0.3,x,x,x
COC(=O)c1ccc(NC(=O)CN2CCN(S(=O)(=O)c3ccc(Br)cc3)CC2)cc1,-6.7,-2.3,-3.3,-2.2,2.1,-1.7,x,1.8
Cc1ccc(NCc2nnc(SCC(N)=O)n2CC2CCCO2)c(C)c1 (centres undefined),x,x,-3.2,-3.5,x,-3.0,x,-5.2

# 4 of these compounds in another layout.
# Results follow in this order: RAD52 anneal inh | CASP6 VEID inh | esBAF inh | ARNT TACC3 PPI | ERp5 inh | RAD54 branch | E-sel inducer | PglD inh
- CCOC(=O)Cc1csc(NC(=O)COc2ccc3c(C)cc(=O)oc3c2)n1
    -20.4 | 1.0 | x | -0.2 | 4.0 | x | 5.3 | x
- COC(=O)c1ccc2nc(-c3ccc(F)cc3)c(Cc3cccc(F)c3)n2c1
    -114.0 | -3.0 | x | x | 0.3 | x | 1.8 | x
- CC1(C)Cc2ccccc2C2=C(C(=O)N3CCCCCC3)C(=O)C(=O)N21
    -26.2 | 3.5 | x | -9.2 | 0.3 | x | x | x
- COC(=O)c1ccc(NC(=O)CN2CCN(S(=O)(=O)c3ccc(Br)cc3)CC2)cc1
    -6.7 | -2.3 | -3.3 | -2.2 | 2.1 | -1.7 | x | 1.8
